From PubChem
TRb SRC2 PPI: TRbeta-SRC2 interaction inhibition. P10828. TRbeta-SRC2 peptide binding, fluorescence polarization; receptor liganded with 1 µM T3. Potency, µM (series often up to 106 µM), without a hit: at the top dose activity change, negative = inhibition, hits mostly inhibitors. 0.065% of 280,000 active;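 also: plate controls were bound peptide for no effect and peptide without receptor for full effect; nearly all actives have a fitted effect of over 50% in size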
Target sequence (P10828 whole entry, looked up): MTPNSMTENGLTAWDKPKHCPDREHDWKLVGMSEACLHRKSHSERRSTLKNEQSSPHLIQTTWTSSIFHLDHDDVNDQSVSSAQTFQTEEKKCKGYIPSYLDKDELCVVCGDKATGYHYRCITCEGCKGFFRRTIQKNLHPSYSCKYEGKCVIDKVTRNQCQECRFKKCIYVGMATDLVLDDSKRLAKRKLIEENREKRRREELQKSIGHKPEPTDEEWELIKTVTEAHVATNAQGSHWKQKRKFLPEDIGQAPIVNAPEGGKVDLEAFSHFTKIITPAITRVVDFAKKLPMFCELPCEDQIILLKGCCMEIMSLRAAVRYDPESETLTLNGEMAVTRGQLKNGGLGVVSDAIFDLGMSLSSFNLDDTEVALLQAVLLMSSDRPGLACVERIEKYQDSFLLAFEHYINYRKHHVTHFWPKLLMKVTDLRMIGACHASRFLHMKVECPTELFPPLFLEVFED
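Each compound concentration gave % activity, normalized to unbound and bound Texas Red SRC2 controls, from polarization read after 5 hr ambient incubation with T3-loaded human TRb LBD.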
TexasRed fluor: alters Texas Red total fluorescence, flagging assay interference. TRb/SRC2 Texas Red total fluorescence interference. AID 1479. Potency, µM (top dose mostly 106 µM), inactives show at the top dose fluorescence change, negative = quenching. 0.29% of 280,000 active; active = well fitted curve in either direction with a large enough effect; inconclusive = small, poorly fitted or top-dose-only effect
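Flags fluorescent or light-absorbing compounds by total fluorescence, S + 2P, at 555 nm excitation and 632 nm emission. Mixture: 20 nM Texas Red SRC2 peptide, 0.6 uM human TRb LBD, 1 uM T3, 5% DMSO; compound exposure 5 h at ambient temperature.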
GAA glycogen mod: inhibitors or activators of human alpha-glucosidase glycogen cleavage; recombinant GAA, glycogen substrate, Amplex Red glucose oxidase fluorescence; P10253; Potency, µM (top dose mostly 76.4 µM), without a hit: top-dose activity change, negative = inhibition, hits mostly inhibitors; 0.38% of 300,000 active;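 also: 0% = full enzyme reaction and -100% = no-enzyme basal signal; the screen sought inhibitors and activators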
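Recombinant enzyme (4 nM final) with compounds titrated up to 77 uM and bovine liver glycogen (30 ug) in citrate pH 5.0, 0.01% Tween-20, 37 C 40 min. Released glucose detected by Amplex Red/glucose oxidase (Ex 573/Em 610); AC50 from Hill fits.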
* = called active by the depositor; ? = inconclusive; & = joins results of further samples; [ ] = another dose, or the depositor's remark. Unless noted, calls follow the shape of the dose curve; as a rule, active = well fitted curve in the direction sought with a large enough effect; inconclusive = small, poorly fitted or top-dose-only effect, or another doubt; inactive = no such curve, though single readings can be large; an effect the other way counts as inactive or inconclusive. Unless noted, % is scaled to controls: 0 for no effect and ±100 for the full control effect; potency is read from the fitted curve at half-maximal effect. These rows are one share of the data (hit frequency here may not be typical).

| canonical_smiles | GAA glycogen mod | TexasRed fluor | TRb SRC2 PPI |
| --- | --- | --- | --- |
| Cc1cccc(Oc2ccc(NC(=O)CCC(=O)OCC(=O)c3ccc(Br)cc3)cc2)c1C | 6%[76.3 µM] | -2% | -4% |
| CCCNC(=O)CN1C(=O)CSc2ccc(S(=O)(=O)N3CCC(C)CC3)cc21 | -15%[76.3 µM] | -7% | 0% |
| COc1ccc(-c2ccnc3c(-c4ccc(F)cc4)c(C)nn23)cc1OC | 7%[76.3 µM] | -11% | 0% |
| COc1ccc(NC(=O)c2ccco2)cc1NC(=O)COc1ccc(Cl)cc1C | 13%[76.3 µM] | -23% | -3% |
| CCCOc1ccc(CC2C(=O)Nc3ccc(Br)cc32)cc1 (stereo unspecified) | -6%[76.3 µM] | -5% | -3% |
| CN(C)CCNC(=O)c1ccc(-n2c(-c3ccccc3)cc3c2CCCC3)cc1 | 14%[76.3 µM] | ? | 0% |
| COc1ccc(-c2nc(S(=O)(=O)c3ccc(Cl)cc3)c(N3CCCCCC3)o2)cc1 | -11%[76.3 µM] | -2% | -4% |
| CCC(C(=O)NCc1ccco1)n1nc(C)c2c(C)n(-c3ccc(C)cc3)nc2c1=O (stereo unspecified) | 2%[76.3 µM] | -1% | 1% |
| CC(=O)N1c2nc(-c3ccco3)nn2C2(CCCCC2)[C@@H]2CCCC[C@@H]21 | 16%[76.3 µM] | 10% | -1% |
| COc1cccc(C2=NN(S(C)(=O)=O)C(c3cn(-c4ccccc4)nc3-c3cccs3)C2)c1 (stereo unspecified) | -13%[76.3 µM] | 2% | -2% |
| COc1ccc(C(=O)Oc2ccc(C(c3c(C)[nH][nH]c3=O)c3c(C)[nH][nH]c3=O)cc2)cc1 | ? | -1% | 2% |
| COc1ccc(CNc2oc(COc3cccc(C)c3)nc2C#N)cc1 | ? | -3% | 13% |
| Cn1nc(C(=O)Nc2ccc(F)c(Cl)c2)c2c1-c1ccccc1S(=O)(=O)C2 | 0%[76.3 µM] | 0.0063µM*[quencher] | -25% |
| Cc1ccc(C)c(CN2C(=O)c3ccccc3S(=O)(=O)c3ccc(C(=O)NCCC4=CCCCC4)cc32)c1 | 5%[76.3 µM] | -7% | 3% |
| COc1ccc(-c2cc(C(F)(F)F)nc(NCc3ccccc3)n2)cc1OC | 9%[76.3 µM] | 0% | 0% |
| CCN1CCN(Cc2c(O)ccc3oc(C)c(C(=O)Nc4ccc(C)cc4C)c23)CC1 | -3%[76.3 µM] | 1% | -10% |
| COc1ccc(CNS(=O)(=O)c2cc3c(cc2C)n(C)c(=O)c(=O)n3C)cc1 | 11%[76.3 µM] | -20% | 7% |
| CCCCN(C)C(=O)c1cn(C)c2ccc(S(=O)(=O)N3CCC(C)CC3)cc2c1=O | 6%&15%[76.3 µM] | -2% | -12% |
| CCc1cccc(NC(=O)c2coc(=O)c3ccccc23)c1 | 6%[76.3 µM] | -3% | -1% |
| CCS(=O)(=O)c1nc(S(=O)(=O)c2ccc(Cl)cc2)c(NCc2ccc(Cl)cc2)s1 | 2%[76.3 µM] | -2% | -1% |
| Cc1cccc(Cn2nc(C)n3c(cc4cc(C)ccc43)c2=O)c1 | -9%[76.3 µM] | -1% | -2% |
| Cc1ccc2oc(C(=O)Nc3sc4c(c3C(=O)NCc3ccccc3)CCCC4)cc(=O)c2c1 | 15%[76.3 µM] | -18% | 3% |
| CCc1ccc(S(=O)(=O)c2nnn3c2nc(N(CC)Cc2ccccc2)c2cc(Cl)ccc23)cc1 | -5%[76.3 µM] | ? | 2% |
| Cc1ccc(C)c(N2CCN(Cc3nnc(-c4ccccc4)o3)CC2)c1 | ? | 0% | 0% |
| COc1ccc(Nc2nc3ccc(Cl)cc3n3nnnc23)cc1OC | -26%[76.3 µM] | -2% | -4% |
| CCC(CC)C(=O)Nc1cccc(-c2nc3ccccc3s2)c1 | -2%[76.3 µM] | 5% | -5% |
| CCCS(=O)(=O)c1ncc(Cl)c(C(=O)Nc2c(C(=O)Nc3ccccc3)oc3ccccc23)n1 | 11%[76.3 µM] | ? | 5% |
| Cc1cccc(-c2noc(-c3ccc(NCC4CCCO4)c([N+](=O)[O-])c3)n2)c1 (stereo unspecified) | 4%[76.3 µM] | -3% | -4% |
| CCOc1ccccc1CC1C(=O)Nc2ccc(Br)cc21 (stereo unspecified) | -18%[76.3 µM] | -69% | -10% |
| CCCOc1ccc(C(=O)NCC2OCCc3ccccc32)cc1 (stereo unspecified) | -2%[76.3 µM] | -3% | 4% |
| Cc1ccccc1-n1nc(CO)c(C(=O)NCC(c2ccccc2)c2ccccc2)n1 | 6%[76.3 µM] | 1% | 1% |
| CCN(CC)c1ccc(C(=O)Nc2ccc3nc(N(CC)CC)cc(C)c3c2)cc1 | -4%[76.3 µM] | -2% | -2% |
| COc1cc(CN(CC2CCCO2)C(=O)c2ccccc2F)cc(OC)c1OC (stereo unspecified) | 0%[76.3 µM] | 0% | -11% |
| COc1cc(NC(=O)N2c3ccccc3Sc3ccccc32)cc(OC)c1 | -1%[76.3 µM] | -2% | 2% |
| COc1cccc(NC(=O)CC2NCCNC2=O)c1 (stereo unspecified) | 7%[76.3 µM] | -12%[11.2 µM] | 0%[11.2 µM] |
| CCOC(=O)c1c(C)oc2ccc(N(C(C)=O)S(=O)(=O)c3c(C)cc(C)cc3C)cc12 | 0%[76.3 µM] | -1% | -13% |
| Cc1ccc(Cl)cc1NC(=O)c1cc2c(=O)n3cccc(C)c3nc2n1C | 13%[76.3 µM] | 4% | -4% |
| O=C(CCCn1c(=O)c2ccccc2n(CC(=O)Nc2cccc(C(F)(F)F)c2)c1=O)NCc1ccc2c(c1)OCO2 | ? | ? | -8% |
| COc1ccc(NC(=O)c2oc3ccccc3c2NC(=O)COc2ccc(F)cc2)c(OC)c1 | 8%[76.3 µM] | -2% | -12% |
| CCOC(=O)N1CCc2c(sc3c2c(=O)n(CCc2ccccc2)c(=O)n3CC(=O)Nc2ccccc2C)C1 | 9%[76.3 µM] | 0% | -2% |
| CCOc1cc(-c2nc(-c3ccc(-c4ccccc4)nc3OCC)no2)cc(OCC)c1OCC | -3%[76.3 µM] | ? | -2% |
| COc1cccc(N2CCN(C(=O)c3cc4c(s3)-c3c(C)cccc3OC4)CC2)c1 | 4%[76.3 µM] | 3% | -5% |
| Nc1nn(-c2ccccc2)nc1C(=O)OCc1ccccc1Br | 4%[76.3 µM] | 4% | 0% |
| COc1cccc(-n2c(C)nc3c(cnn3-c3ccc(C)c(C)c3)c2=O)c1 | 10%[76.3 µM] | 1% | 5% |
| O=C(Nc1ccc(S(=O)(=O)N(Cc2ccccc2)c2ccccc2)cc1)c1ccccc1F | 5%[76.3 µM] | 3% | 4% |
| CC(C)(C)C(=O)NCCc1nc2ccccc2n1CCCCOc1ccc(Cl)cc1 | -10%[76.3 µM] | -1% | 3% |
| CN(c1ccccc1)S(=O)(=O)c1nnc(NC(=O)COc2ccccc2)s1 | -2%&2%[76.3 µM] | -25% | -6% |
| O=[N+]([O-])c1cc(-c2nc(-c3ccco3)no2)ccc1NCc1ccccc1 | -4%[76.3 µM] | 1% | 0% |
| O=C(CCS(=O)(=O)c1ccc(Br)s1)Nc1cc(C(F)(F)F)cc(C(F)(F)F)c1 | -11%[76.3 µM] | ? | 4% |
| CCCN(Cc1cccs1)C(=O)Nc1cc(OC)ccc1OC | -2%[76.3 µM] | -2% | -4% |
| Cc1coc2cc3oc(=O)c(CCC(=O)NCc4ccc(Cl)cc4)c(C)c3cc12 | 3%[76.3 µM] | ? | 4% |
| CCCN1CN=C(NS(=O)(=O)c2ccc(NC(C)=O)cc2)NC1 | 10%[76.3 µM] | 3% | 2% |
| COc1ccc(N2CCN(C(=O)CCC(=O)NNc3nc4ccccc4c4nc(C)nn34)CC2)cc1 | ? | 2% | 3% |
| COc1cc2oc(=O)c(CC(=O)NCCc3ccccc3F)c(C)c2cc1OC | 11%[76.3 µM] | -10% | 9% |
| COc1cc(C2NC(=O)c3c(sc4c3CCN(C)C4)N2)ccc1OC(=O)c1ccccc1 (stereo unspecified) | -11%[76.3 µM] | 6% | 6% |
| Cc1cccc(N(C)C(=O)Cn2c(=O)oc3cc(S(=O)(=O)N4CCCCC4)ccc32)c1 | 6%[76.3 µM] | -21% | 5% |
| Cn1c(Oc2ccccc2)nc2c1c(=O)n(Cc1ccc(Cl)cc1Cl)c(=O)n2C | 14%[76.3 µM] | 6% | -2% |
| CCC1=Nc2cc(C(=O)NC3CCC(C)CC3)ccc2Sc2ccc(C)cc21 (stereo unspecified) | 13%[76.3 µM] | -1% | -1% |
| CCC(Sc1nnc2c(n1)[nH]c1ccccc12)C(=O)Nc1ccccc1OC (stereo unspecified) | 6%[76.3 µM] | -1% | 2% |
| O=C(NCc1ccco1)c1ccc2c(c1)N(Cc1ccccc1)C(=O)c1ccccc1S2(=O)=O | 9%[76.3 µM] | 1% | -1% |

Entries of single compounds from above.
`CC(C)(C)C(=O)NCCc1nc2ccccc2n1CCCCOc1ccc(Cl)cc1` as listed: GAA glycogen mod: -10%[76.3 µM]; TexasRed fluor: -1%; TRb SRC2 PPI: 3%
`CCCN(Cc1cccs1)C(=O)Nc1cc(OC)ccc1OC` as listed: GAA glycogen mod: -2%[76.3 µM]; TexasRed fluor: -2%; TRb SRC2 PPI: -4%

New compounds follow
| canonical_smiles | GAA glycogen mod | TexasRed fluor | TRb SRC2 PPI |
| --- | --- | --- | --- |
| CC1=C(C(=O)OC2CCCCCC2)C(c2cccc(Cl)c2)CC(=O)N1 (stereo unspecified) | -4%[76.3 µM] | -2% | 3% |
| CC(=O)c1cccc(NC(=O)c2noc3c2CSc2ccccc2-3)c1 | 12%[76.3 µM] | -1% | -4% |
| COc1ccc(OC)c(-c2noc(N3CCN(c4cccc(C)c4C)CC3)n2)c1 | -13%[76.3 µM] | ? | 1% |
| COc1ccc(OCC(=O)Nc2nnc(S(=O)(=O)N3CCc4ccccc43)s2)cc1 | -1%[76.3 µM] | 6% | -8% |
| O=C(Cn1c(-c2cccs2)cc2cc(Cl)ccc21)NCc1ccccc1 | -20%[76.3 µM] | -3% | -2% |
| Cc1cccc(NC(=O)Cn2nnc(C(=O)NCc3cccs3)c2N)c1 | 14%[76.3 µM] | -3% | 1% |
| COc1ccc(NC(=O)/C(C#N)=C/c2ccc(C)o2)cc1 | -2%[76.3 µM] | -4% | 4% |
| COc1ccc(CCCc2nnc(SCC(=O)Nc3cccc(F)c3C)o2)cc1 | 12%[76.3 µM] | 0% | -1% |
| COc1ccc(CNC(=O)c2nn(-c3ccccc3C)nc2CO)cc1 | -8%[76.3 µM] | 0% | 4% |
| CCCC(=O)Nc1ccc2nc(SCc3ccc(C)cc3)sc2c1 | 0%[76.3 µM] | 9% | 9% |
| Cc1cccc(OCCSc2nc3ccc(NC(=O)COc4ccccc4F)cc3s2)c1 | 13%[76.3 µM] | -4% | 5% |
| COc1ccc(-c2nc3cc(NC(=O)COc4ccccc4C)ccc3o2)cc1 | 0%[76.3 µM] | -1% | 7% |
| CCOc1ccc(NC(=O)c2cc3sc(Cl)cc3n2CC)cc1 | 12%[76.3 µM] | 5% | -1% |
| COc1ccc(CCNC(=O)CCCCn2c(=O)c3ccccc3n(Cc3ccccc3C)c2=O)cc1OC | -1%[76.3 µM] | 11% | 4% |
| CSc1ccc(CCNC(=O)c2ccc(-n3c(C)cc4c3CCC(C)C4)cc2)cc1 (stereo unspecified) | 8%[76.3 µM] | 22µM*[quencher] | -11% |
| CC(=O)Nc1ccc(NC(=O)c2ccc3c(c2)N(Cc2cccc(Cl)c2)C(=O)c2ccccc2S3(=O)=O)cc1 | -16%[76.3 µM] | 0% | 0% |
| CCN(CC)c1ccc(NC(=O)CN2C(=O)c3cccnc3Oc3ccccc32)c(C)c1 | -14%[76.3 µM] | 0% | -5% |
| CCCn1cc(S(=O)(=O)c2cc(C)ccc2C)c(=O)c2cc(F)c(N3CCN(CC)CC3)cc21 | 16%[76.3 µM] | ? | -5% |
| CSc1ccc(-c2nc3cc(C)ccn3c2Nc2ccc(C)cc2)cc1 | 7%[76.3 µM] | 1% | -1% |
| CCOC(=O)N1CCc2c(sc3c2c(=O)n(-c2ccccc2C(F)(F)F)c(=O)n3Cc2ccccc2C)C1 | -15%[76.3 µM] | -2% | -3% |
| CCOC(=O)c1c(NC(=O)c2ccc(C)c(C)c2)sc2c1CCCCC2 | -6%[76.3 µM] | 5% | -3% |
| O=C(NCCc1ccccc1)c1ccc(Cn2c(SCc3ccc(F)cc3)nc3cccnc32)cc1 | -11%[76.3 µM] | -1% | 4% |
| COc1ccc(Cl)cc1NC(=O)c1sc2nc3n(c(=O)c2c1C)CCC3 | 10%[76.3 µM] | -25% | 0% |
| Cc1ccc(-n2c(=O)c3ccc(C(=O)NCc4ccccc4Cl)cc3n(Cc3ccccc3F)c2=O)cc1 | -3%[76.3 µM] | 1% | -6% |
